Lamin A splicing – LMNA splicing modulation; HeLa LMNA splicing GFP/RFP minigene ratio, 48 h; Potency, µM (titrated, usually from 46.1 µM), for inactives: at the top dose ratio change, negative = inhibition, usual class: inhibitors; AID 1487; hit rate 0.01% among 200,000; active = well fitted inhibition curve with a large enough effect in the signal ratio, with a control signal flat, not every such curve was filed as active; inconclusive = small, poorly fitted or top-dose-only effect, or effect the other way, or a change in a side signal; the % refers to the signal ratio; also: potency is read from the fitted curve at half-maximal effect; % is scaled to controls: 0 for no effect and ±100 for the full control effect
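S3 HeLa stable clones carrying a lamin A-EGFP splicing minigene plus DsRed2 were seeded at 600 cells/well in Opti-MEM with 2% FBS, pin-dosed and incubated 48 h at 37°C. Acumen cytometry (488 nm) gave the GFP/RFP total-intensity ratio.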
CBFb-RUNX1 inh – inhibitors of human CBF-beta and RUNX1 interaction. AlphaScreen CBFb-His/RUNX1-biotin binding, biochemical. 230,000 tested, under 10 active. Potency, µM (titrated, usually from 59.8 µM), without a hit: top-dose activity, negative = inhibition, usual class: inhibitors; also: % of control where 0% means no effect
Target sequence (Q01196 whole entry, looked up): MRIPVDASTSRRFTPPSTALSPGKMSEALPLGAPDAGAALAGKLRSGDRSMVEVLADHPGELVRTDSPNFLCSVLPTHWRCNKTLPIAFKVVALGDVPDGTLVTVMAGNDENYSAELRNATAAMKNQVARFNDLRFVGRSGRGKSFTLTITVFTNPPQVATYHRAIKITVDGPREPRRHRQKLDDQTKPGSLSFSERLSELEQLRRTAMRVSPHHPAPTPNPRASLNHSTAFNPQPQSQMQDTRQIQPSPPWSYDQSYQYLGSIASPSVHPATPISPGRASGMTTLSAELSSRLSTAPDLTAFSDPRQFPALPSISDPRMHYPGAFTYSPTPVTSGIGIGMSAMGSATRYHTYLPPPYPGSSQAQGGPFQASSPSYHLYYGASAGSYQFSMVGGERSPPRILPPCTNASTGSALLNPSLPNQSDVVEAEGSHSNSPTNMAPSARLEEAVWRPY
Target sequence (Q13951 whole entry, looked up): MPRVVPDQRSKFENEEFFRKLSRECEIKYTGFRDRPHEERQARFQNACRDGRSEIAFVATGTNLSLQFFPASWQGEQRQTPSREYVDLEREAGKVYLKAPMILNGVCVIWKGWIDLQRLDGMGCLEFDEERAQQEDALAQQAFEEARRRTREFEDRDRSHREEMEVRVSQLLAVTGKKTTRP
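CBFb-His/RUNX1-biotin, 30 nM each, preincubated 20 min RT; compound 15 min RT; Ni + streptavidin beads 50 ng each, 90 min RT; AlphaScreen read.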
aGal spleen mod – inhibits or activates alpha-galactosidase in human spleen homogenate. P06280. human spleen homogenate, 4MU-alpha-Gal fluorescence, 40 min. Potency, µM (highest dose often 80 µM), inactives show at the highest dose activity change, negative = inhibition, actives largely listed as inhibitors. hit rate 0.008% among 240,000. AID 2107;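 also: potency is read from the fitted curve at half-maximal effect; 0% = enzyme with vehicle and -100% = no enzyme basal signal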
Target sequence (P06280 32-429 limits assumed): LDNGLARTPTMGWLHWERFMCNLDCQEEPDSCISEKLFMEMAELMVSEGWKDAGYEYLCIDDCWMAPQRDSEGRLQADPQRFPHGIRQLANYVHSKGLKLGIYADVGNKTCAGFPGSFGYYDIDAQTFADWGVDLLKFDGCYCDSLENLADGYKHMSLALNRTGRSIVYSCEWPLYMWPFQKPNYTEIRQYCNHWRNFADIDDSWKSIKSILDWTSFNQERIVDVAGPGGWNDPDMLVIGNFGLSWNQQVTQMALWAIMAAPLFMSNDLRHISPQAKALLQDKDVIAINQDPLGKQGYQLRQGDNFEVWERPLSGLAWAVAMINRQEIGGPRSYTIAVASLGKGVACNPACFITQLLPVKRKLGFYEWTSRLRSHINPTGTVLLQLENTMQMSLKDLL
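Human spleen homogenate (1 ug) was the enzyme source, with 4-methylumbelliferyl-alpha-D-galactopyranoside (1 mM final) in pH 5.0 citrate buffer with 0.01% Tween-20. Compounds were titrated; after 40 min at 37C, NaOH/glycine stop, 4-MU fluorescence read; AC50 from Hill fits.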
Epigenetic reg – epigenetic control regulation, reporter derepression; murine LDR cells, GFP reporter derepression, 30 h; Potency, µM (doses to about 53.9 µM), inactives show at the highest dose GFP activation, usual class: activators; hit rate 0.2% among 280,000; also: potency is read from the fitted curve at half-maximal effect; % of control where 0% means no effect; nearly all actives have a fitted effect of over 60% in size
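Reporter derepression read as number of fluorescent GFP-positive objects, 20-120 um in size, counted by laser-scanning cytometer. Mouse LDR line with an epigenetically silenced CMV-GFP locus; compound incubation 30 h, 37 C.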
IMPase Li inh – cell-permeable IMPase inhibitors with lithium potentiation; CHO-M1 cells, IP1 TR-FRET (IP-One), carbachol + lithium; Potency, µM (highest dose often 59.4 µM), for inactives: at the top dose activity, negative = IMPase inhibition, usual class: inhibitors; hit rate 0.35% among 210,000; AID 1457;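 also: IP1 builds up when IMPase is blocked and the TR-FRET signal falls; potency is read from the fitted curve at half-maximal effect; plate controls were basal vehicle for no effect and high inhibitor control for full effect; nearly all actives have a fitted effect of over 50% in size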
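Steps: plate 2000 CHO-M1 cells per well and culture 16–30 h; add compound and lithium; incubate 30 min, 37C; add d2-IP1 tracer and Eu cryptate anti-IP1 antibody in lysis buffer; read after 10 min at room temperature.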
NPSR antagonist – antagonists of human neuropeptide S receptor cAMP signaling | Q6W5P4 | CHO-NPSR cells, cAMP TR-FRET, antagonist mode | Potency, µM (highest dose often 38.3 µM), inactives show at the highest dose activity change, negative = inhibition, actives largely listed as inhibitors | hit rate 1% among 220,000 | AID 1461; also: potency is read from the fitted curve at half-maximal effect; % is scaled to controls: 0 for no effect and ±100 for the full control effect; nearly all actives have a fitted effect of over 50% in size; many of its hits are not listed in these tables
KinaseGlo FLuc – Kinase-Glo luciferase inhibition (counter-screen); Q27757; Kinase-Glo luciferase, ATP luminescence, 8 min; Potency, µM (titrated, usually from 38.3 µM), inactives show at the top dose activity change, negative = inhibition, hits mostly inhibitors; hit rate 0.28% among 200,000; AID 1379; also: potency is read from the fitted curve at half-maximal effect; % is scaled to controls: 0 for no effect and ±100 for the full control effect; nearly all actives have a fitted effect of over 60% in size
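Compound is pinned into ATP-containing buffer (10 uM ATP, imidazole pH 7.2, 7 mM MgCl2). Kinase-Glo luciferase reagent is then added. Light output is recorded following an 8-min room-temperature incubation.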
* hit, by the source's call; ? = inconclusive; nt = not tested or not shown; [ ] = another dose, or the depositor's remark. Unless noted, calls follow the shape of the dose curve; as a rule, active = well fitted curve in the direction sought with a large enough effect; inconclusive = small, poorly fitted or top-dose-only effect, or another doubt; inactive = no such curve, though single readings can be large; an effect the other way counts as inactive or inconclusive. A portion of the library, so the mix of outcomes need not match the whole.

SMILES | Lamin A splicing | CBFb-RUNX1 inh | aGal spleen mod | Epigenetic reg | IMPase Li inh | NPSR antagonist | KinaseGlo FLuc
O=C(O)c1cccc(N=NN2CCCCCC2)c1 | 0% | -12% | 11% | 1.5% | -7% | -6% | -5%
COc1ccccc1CNc1nc2nc(C)c(Cl)c(=O)n2[nH]1 | -7% | 14% | 0% | -5.1% | 10%[38.3 µM] | -4%[46.1 µM] | 3%
Cn1c(=O)[nH]c(=O)c2c1nc(N1CCCCC1)n2CCCSc1nnnn1-c1ccccc1 | -6% | 8% | -3% | -1.6% | 14% | 19% | 1%
N#CC(c1ccc(O)cc1)c1ncc(C(F)(F)F)cc1Cl (centres undefined) | 12%[46 µM] | -10% | 4% | 1.1% | 2% | -12% | -1%
Cc1ccc(-c2nnc(N(C)C(=O)C3CCCO3)s2)cn1 (centres undefined) | -6% | 5% | -7% | 1.5% | 7%[38.3 µM] | 3%[46.1 µM] | 1%
COC(=O)[C@H](C)NC(=O)NC1CCCc2ccccc21 (some centres undefined) | -3% | 2% | 8% | 1.7% | 11%[38.3 µM] | 4%[46.1 µM] | -3%
CO/N=C/c1ccc(Oc2ccc(C)cc2)nc1 | -1% | 7% | 7% | 0.0% | 3%[38.3 µM] | -11%[46.1 µM] | -2%
Nc1c(C(=O)c2ccco2)oc2ccccc12 | nt | -12% | -7% | -2.9% | -5% | -18% | 0%
Cc1ccccc1NS(=O)(=O)c1ccc(OCC(=O)NCc2ccco2)cc1 | -17% | 1% | -4% | 2.5% | 13%[38.3 µM] | 10%[46.1 µM] | 4%
CC(=O)Oc1ccc2c(=O)c(-c3ccccc3)c(C)oc2c1 | -11%[46 µM] | -21% | 13% | -0.7% | 2% | 26% | 6%
COc1ccc(C)c2sc(=NC(=O)c3cccc(N4C(=O)CCC4=O)c3)n(C)c12 | nt | 5% | -2% | -4.0% | nt | -15% | nt
O=C(CSc1nc2ccccc2o1)Nc1ccc(N2CCOCC2)cc1 | 4%[0.0737 µM] | -1% | -7% | -2.0% | 20%[38.3 µM] | -5%[46.1 µM] | 2%
Cc1nn(-c2ccccc2)nc1CNC(=O)C1CC1 | nt | 1% | 1% | -1.6% | nt | -10% | nt
Cc1ccsc1C(=O)C1CCCN(Cc2cc(F)ccc2-n2cccn2)C1 (centres undefined) | nt | 7% | 2% | -0.6% | 16% | 47% | 2%
O=C(/C=C/Nc1ccc(Oc2ccccc2Cl)cc1)c1ccco1 | -3%[9.22 µM] | -3% | -9% | 2.3% | 12% | -36% | -4%
CC(=O)NC(CCS(C)(=O)=O)C(=O)Nc1ccccc1 (centres undefined) | -5% | 13% | -1% | -0.8% | -4%[38.3 µM] | 2%[46.1 µM] | 3%
Cc1c(NC(=O)c2cnn3c2NC(c2ccco2)CC3C(F)(F)F)c(=O)n(-c2ccccc2)n1C (centres undefined) | 11% | 5% | -1% | 0.0% | 43%[activator][38.3 µM] | -3%[46.1 µM] | -1%
CC(=O)N1CCN(c2ccccc2NC(=O)c2cc(Br)ccc2Cl)CC1 | 0% | -3% | 2% | -1.1% | 18%[38.3 µM] | -17%[46.1 µM] | -3%
COc1ccccc1-n1c(N)c(C(N)=O)sc1=S | -4% | -1% | -10% | -0.9% | 14%[38.3 µM] | 17%[46.1 µM] | -1%
CC(=O)OC1C(N2CCCCC2)c2c(ccc(/C=C/C(=O)N3CCCCC3)c2O)OC1(C)C (centres undefined) | ? | 4% | -4% | -1.0% | 28% | 7% | -2%
CCc1nnc(NC(=O)CSc2ccc(-c3ccc(F)cc3)nn2)s1 | nt | -1% | 1% | -4.6% | -10% | -9% | -2%
CCn1c(=O)n(CC)c2cc([N+](=O)[O-])ccc21 | -7% | 3% | 1% | -2.3% | -17%[38.3 µM] | -6%[46.1 µM] | -7%
Cc1ccc(NC(=O)NC(=O)N(C(C)C)S(=O)(=O)c2ccc(C)cc2)cc1 | nt | 3% | 3% | 8.5% | -3% | 9% | 1%
Cc1cc2c(cc(C(=O)N3CCC(C(=O)N4CCCC4)CC3)n2Cc2c(F)cccc2Cl)o1 | -5% | -10% | 4% | -3.6% | 1%[38.3 µM] | -13%[46.1 µM] | 1%
COc1cccc(Cn2c(=O)c(CCc3ccccc3)nc3cnc(N4CCOCC4)nc32)c1 | 17% | nt | 4% | nt | 11% | nt | nt
(cont.)
SMILES | Lamin A splicing | CBFb-RUNX1 inh | aGal spleen mod | Epigenetic reg | IMPase Li inh | NPSR antagonist | KinaseGlo FLuc
CC(C)CN(C(=O)COC(=O)C1c2ccccc2Oc2ccccc21)C1CCS(=O)(=O)C1 (centres undefined) | -9% | 6% | 3% | 0.0% | 41%[activator][38.3 µM] | -12%[46.1 µM] | 1%
c1ccc(N2CCN(c3nc(NCc4ccco4)c4ccccc4n3)CC2)cc1 | ? | -7% | -8% | 0.0% | 14%[38.3 µM] | ? | 2%
COc1cccc(CNC(=S)NC2CC2)c1 | nt | 10% | 0% | 3.5% | -1% | -12% | 0%
Cc1ccc(CONC(=O)c2ccc(OC(F)F)cc2)cc1 | ? | 14% | 7% | -1.9% | 11% | -5% | -2%
CCOc1ccccc1NC(=O)C(NC(=O)C1CCC(C)CC1)C(C)C (centres undefined) | 9%[46 µM] | 13% | 4% | -0.2% | 8% | -5% | 3%
CCCCCCCCCn1c2c(c(=N)c3c1CCC3)CCC2 | ? | 2% | 8% | 0.0% | 30%[activator] | 7.9µM* | 2%
CO[C@H]1COC(=O)[C@@H](CCSC)NC(=O)C/C=C\[C@@H](C)[C@H](OC)COC(=O)[C@@H](OCc2ccccc2)/C=C\[C@@H]1C | nt | 13%[13.1 µM] | 7%[17.5 µM] | 0.8%[10.1 µM] | nt | nt | nt
Cn1c(=O)c(-c2ccc(Cl)cc2)nc2cnc(N3CCOCC3)nc21 | -5% | nt | 13% | nt | -11% | nt | nt
O=C(CNC(=O)C1CCCCC1)Nc1ccccc1 | -3% | 0% | 3% | -3.0% | -8% | 15% | 1%
COc1ccccc1-n1ccnc1SCC(=O)NCc1ccco1 | nt | -13% | -9% | -1.2% | -27% | 7% | 1%
C=CCC1C=CCC(CC=C)N1C(=O)c1ccccc1[N+](=O)[O-] (centres undefined) | ? | -3% | -1% | 2.2% | 1% | -8% | 2%
COC(=O)CSc1nnc(-c2ccc(NS(=O)(=O)c3ccccc3)cc2)o1 | 1% | -4% | -3% | -2.0% | -2%[38.3 µM] | ? | 12%
CC(C)n1c(N)c(C#N)c2ccc([N+](=O)[O-])cc2c1=O | nt | 3% | -5% | 14% | nt | 4% | nt
CCC(=O)Nc1ccc(NC(=O)C23CC4CC(CC(C4)C2)C3)cn1 | -4% | 0% | 5% | 1.5% | 2%[38.3 µM] | ? | -4%
O=C(NCC(=O)N(CC1CCCO1)C(C(=O)NC1CCCCC1)c1ccccc1)c1ccco1 (centres undefined) | 1%[46 µM] | 3% | -1% | 0.0% | 8% | -11% | -5%
Cc1cc(Nc2ccc3c(c2)OCCO3)c2cc(Cl)ccc2n1 | ? | -2% | -2% | -1.3% | -4% | -1% | -4%
NS(=O)(=O)c1ccc(CNC(=O)/C=C/c2ccco2)cc1 | nt | -26% | 7% | 0.0% | nt | 21% | nt
CCC(C)n1c(SCC(=O)NCc2ccco2)nnc1-c1cccc(S(=O)(=O)N2CCOCC2)c1 (centres undefined) | -1% | -2% | 0% | -1.0% | 27%[38.3 µM] | -7%[46.1 µM] | 3%
Cc1cc(N=CC2=C(O)CC(C)(C)CC2=O)no1 | -5% | 7% | -7% | -3.0% | 6%[38.3 µM] | 9%[46.1 µM] | -2%
CCc1ccccc1NC1=NCC(=O)N1Cc1ccc2c(c1)OCO2 | 0% | 11% | -5% | -2.0% | -1% | -5%[46.1 µM] | -3%
Cc1c(NC(=O)C(C)OC(=O)c2ccc(Br)o2)c(=O)n(-c2ccccc2)n1C (centres undefined) | 4%[46 µM] | 1% | 0% | -4.5% | -7% | -2% | 5%
CNC(=O)c1sccc1-n1cccc1 | 9% | 0% | -3% | -2.4% | 6%[38.3 µM] | -1%[46.1 µM] | -1%
Cc1cccc(OCCCC(=O)Nc2ccc(N3CCOCC3)cc2)c1 | -5% | -9% | -1% | 0.0% | 9%[38.3 µM] | -7%[46.1 µM] | -3%
CCOc1c(Br)cc(/C=C2/SC(=O)N(CC(=O)N3CCCC3)C2=O)cc1OC | -3% | 6% | -3% | -0.9% | -8% | -8%[46.1 µM] | 4%
COc1ccc(-c2cc(C(F)(F)F)nc(S(=O)(=O)CCCC(=O)Nc3cccnc3Cl)n2)cc1OC | ? | 8% | 6% | -1.1% | 4% | -58% | 2%
(cont.)
SMILES | Lamin A splicing | CBFb-RUNX1 inh | aGal spleen mod | Epigenetic reg | IMPase Li inh | NPSR antagonist | KinaseGlo FLuc
CC(C)C(C)(C#N)NC(=O)CSc1nnc(-c2ccccc2)o1 (centres undefined) | -9% | 0% | 6% | -10% | -3%[38.3 µM] | 3%[46.1 µM] | -8%
c1ccc(CCSc2nccn2-c2ccccc2)cc1 | -2% | -25% | -7% | 1.3% | 13%[38.3 µM] | -29%[46.1 µM] | -1%
CCN(CC)CCCNC(=O)C1c2ccccc2C(=O)N(CCOC)C1c1ccc(F)cc1 (centres undefined) | nt | 6% | 4% | -0.2% | 7% | -14% | 0%
Cc1ccccc1NC(=O)Cn1c(=O)n(C)c2ccccc21 | 4% | 2% | 2% | 1.0% | -4%[38.3 µM] | 10%[46.1 µM] | 0%
CCCNC(=O)COC(=O)c1ccccc1OCc1ccc(Cl)cc1 | 10% | 1% | -2% | -5.5% | 6%[38.3 µM] | 30%[46.1 µM] | 1%
CCCOc1nc(SCCC)nc2c1cnn2-c1ccccc1 | nt | 8% | 1% | -1.1% | nt | 1%[7.67 µM] | nt
CCOC(=O)N1CCN(C(=O)COc2ccc(Br)cc2Cl)CC1 | ? | 4% | -5% | ? | -16%[38.3 µM] | -21%[46.1 µM] | 0%

3 compounds out of the list, ordered by formula weight, largest number first.
SMILES | Lamin A splicing | CBFb-RUNX1 inh | aGal spleen mod | Epigenetic reg | IMPase Li inh | NPSR antagonist | KinaseGlo FLuc
CCCNC(=O)COC(=O)c1ccccc1OCc1ccc(Cl)cc1 | 10% | 1% | -2% | -5.5% | 6%[38.3 µM] | 30%[46.1 µM] | 1%
CC(C)C(C)(C#N)NC(=O)CSc1nnc(-c2ccccc2)o1 (centres undefined) | -9% | 0% | 6% | -10% | -3%[38.3 µM] | 3%[46.1 µM] | -8%
c1ccc(CCSc2nccn2-c2ccccc2)cc1 | -2% | -25% | -7% | 1.3% | 13%[38.3 µM] | -29%[46.1 µM] | -1%
